GPR35 arrestin U2OS: GPR35 antagonists blocking zaprinast-driven arrestin recruitment, primary screen, imaging, U2OS, beta-arrestin-GFP, zaprinast agonist (AID 2058) | 0.052% of 290,000 active | U2OS GPR35 beta-arrestin-GFP translocation imaging, zaprinast antagonism; higher % means a stronger effect | inhibition, % at 10 µM; hits with a dose series show IC50 in µM;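 active means inhibition of at least 50% with at least 30 cells and total cytoplasm GFP at most 10,000,000; inconclusive means under 30 cells or total GFP of 10,000,000 plus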
KOR beta-arrestin-1: KOR agonists, beta-arrestin recruitment, primary screen, cell-based, luminescence, uHTS (AID 1777); activation, % at 10 µM, or EC50 in µM where a hit was titrated; KOR beta-arrestin recruitment, luminescence; higher % means a stronger effect; 0.02% of 280,000 active; in the data active means activation above about 50%, passing the limit was not always enough; further: a part of the inactive calls stands beside numbers as strong as those of hits
GPR55 activation: selective activators of receptor GPR55 – imaging, U2OS cells, beta-arrestin-GFP redistribution, primary screen (AID 1961). U2OS GPR55 beta-arrestin-GFP redistribution imaging; higher % means a stronger effect. activation, % at 10 µM; hits with a dose series show EC50 in µM. 0.048% of 290,000 active;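 active means activation above 40% with more than 50 cells counted in the well; inconclusive means wells holding fewer than 50 cells, flagged as toxic or sparse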;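 further: U2OS osteosarcoma cells stably expressing GPR55 and beta-arrestin-GFP; plate controls were DMSO negative control for no effect and LPI positive control for full effect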
GPR55 antagonists: inhibition of LPI-stimulated GPR55 beta-arrestin translocation – imaging, U2OS, beta-arrestin-GFP, LPI agonist, primary screen (AID 2013) | U2OS GPR55 beta-arrestin-GFP translocation imaging, LPI antagonism; higher % means a stronger effect | inhibition, % at 10 µM; hits with a dose series show IC50 in µM | 0.13% of 290,000 active;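 active means spots per cell inhibited over 60%, with over 100 cells counted and total cytoplasm intensity under 500,000; inconclusive means wells with under 100 cells, flagged as likely toxic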;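 further: U2OS cells stably carrying GPR55 and arrestin-GFP stimulated by 5 µM LPI near EC80; imaged beta-arrestin-GFP aggregate spots per cell after agonist stimulation; plate controls were LPI-stimulated DMSO wells for no effect and DMSO wells without LPI for full effect; some results filed as inactive read as strong as hits; confirmed hits need IC50 under 10 µM and bright autofluorescent wells are also inconclusive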
AID2073: disruptors of CaV2.2 binding to Mint1 – biochemical, HTRF (AID 2073). 0.19% of 290,000 active. HTRF protein-protein interaction, Mint1-CaV2.2; higher % means a stronger effect. one-dose inhibition, % at 20 µM; IC50 in µM for titrated hits; in the data active means inhibition mostly above about 51%, no sharp cut-off; inconclusive means no clear call, values can overlap the other calls; inactive means mostly below about 53%; further: some results filed as inactive read as strong as hits
HIV peptide binding: inhibitors of HIV fusion peptide binding, primary screen, biochemical, uHTS, fluorescence dequenching (AID 1986); cell-free peptide binding, fluorescence dequenching, 30 min; higher % means a stronger effect; 0.3% of 290,000 active; inhibition, % at 20 µM; hits with a dose series show IC50 in µM; in the data active means inhibition mostly above about 52%, no sharp cut-off; inactive means mostly below about 76%; further: some results filed as inactive read as strong as hits
NOD1 inhibition: inhibition of NOD1-driven NF-kB reporter – cell-based, luminescence, uHTS, primary screen (AID 1578) | NOD1-driven NF-kB luciferase reporter cells, luminescence; higher % means a stronger effect | inhibition, % at 4 µM, or EC50 in µM where a hit was titrated | 1% of 290,000 active; in the data active means inhibition mostly above about 36%, no sharp cut-off; inactive means mostly below about 34%;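 further: HEK-293T reporter cells stimulated with the NOD1 agonist gamma-tri-DAP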
KOR beta-arrestin-2: KOR antagonists, beta-arrestin recruitment, cell-based, luminescence, uHTS (AID 1778); 0.091% of 290,000 active; KOR beta-arrestin recruitment, luminescence, antagonist mode; higher % means a stronger effect; inhibition, % at 10 µM, or IC50 in µM where a hit was titrated; in the data active means inhibition above about 50%; further: strong numbers were not always called active
SIAH1 antagonists: Siah-1 peptide-binding antagonists, primary screen, biochemical, fluorescence polarization, rhodamine-plectin, uHTS (AID 1817); Siah-1 / rhodamine-plectin peptide fluorescence polarization; higher % means a stronger effect; one-dose displacement, % at 20 µM; IC50 in µM for titrated hits; 0.02% of 290,000 active;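 active means displacement of at least 50% at 20 µM, with a fluorescence ratio check between 0.3 and a set limit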;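 further: plate controls were Siah plus tracer with DMSO for no effect and tracer alone without Siah for full effect; strong numbers were not always called active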
The depositor's hits bear a star; ? = inconclusive; nt = not tested or not shown; [ ] = dose if it differs, or a comment.

SMILES | GPR35 arrestin U2OS | KOR beta-arrestin-1 | GPR55 activation | GPR55 antagonists | AID2073 | HIV peptide binding | NOD1 inhibition | KOR beta-arrestin-2 | SIAH1 antagonists
COc1ccc(-c2nc(C#N)c(N3CCN(C(=O)c4ccco4)CC3)o2)cc1OC | 11% | -0.3% | 0.3% | -1% | -3% | 0.8% | -9% | 17% | 4%
COc1ccc(OCc2cccc(C(=O)Nc3ccc(CN4CCCCC4)cc3)c2)cc1 | 4% | 2.4% | 0.1% | -2% | -6% | -1.1% | -37% | -50% | -6%
Cc1ccc(Cn2c(SCCN3CCCCC3)nc3c2c(=O)n(C)c(=O)n3C)cc1 | -5% | 4.9% | -0.3% | 15% | 1% | 2.8% | 20% | -13% | 0%
CC(C)N(C=O)C1(C(=O)NC2CCCCC2)CCCCC1 | 0% | -1.1% | 0.2% | 5% | -3% | 2.2% | -26% | 46% | 4%
Cc1ccc(C(C(=O)NC2CCCC2)N(Cc2ccc3c(c2)OCO3)C(=O)c2snc(C(N)=O)c2N)cc1 (configuration not stated) | 12% | 4.3% | -1.9% | -6% | 5% | -1.8% | 0% | 40% | -2%
Cn1c(C(=O)NC2CCCCCC2)cc2c(=O)n(C)c3ccccc3c21 | 0% | -2.6% | -0.1% | -3% | 3% | -0.2% | -7% | 20% | 3%
CCC1CCCCN1CC(C)(C)NS(=O)(=O)c1ccccc1 (configuration not stated) | -8% | nt | 0.6% | -2% | 0% | -1.9% | -3% | 40% | -3%
COc1cc(/C=C2\N=C(c3ccccc3)OC2=O)ccc1OC(C)=O | -8% | -0.1% | -0.1% | 9% | 15% | 1.1% | 7% | -14% | 2%
O=C(O)c1cccc(S(=O)(=O)N2CCN(Cc3ccc4c(c3)OCO4)CC2)c1 | 1% | 1.1% | 0.0% | -3% | 8% | 0.5% | -37% | 10% | 0%
Cc1ccc(CNC(=O)/C=C/C(=O)O)cc1 | -8% | 3.1% | -0.2% | 13% | 12% | 1.5% | -17% | -19% | -2%
Cn1ncc(C#N)c1/N=C/N1CCCCC1 | 3% | 1.7% | 0.3% | 21% | -3% | 2.2% | nt | 11% | -1%
Cc1ccc(S(=O)(=O)c2nc(S(C)(=O)=O)sc2N2CCCCCC2)cc1 | -4% | 5.2% | 0.9% | 4% | 4% | -1.2% | 32% | -39% | -4%
COc1ccc(C2CCCN2C(=S)Nc2ccc(C)cc2Cl)cc1OC (configuration not stated) | -9% | -3.4% | 0.5% | -8% | -26% | -1.3% | 8% | -16% | 4%
CCCCC(=O)N/N=C/c1ccc(N2CCOCC2)c([N+](=O)[O-])c1 | 14% | 1.5% | -0.2% | -4% | -1% | 0.4% | -23% | -16% | 4%
CCC(CO)Nc1nc(CN2CCCCC2)nc2scc(-c3ccccc3)c12 (configuration not stated) | 1% | 3.5% | -0.1% | 0% | 4% | 1.5% | -34% | 33% | -3%
CCNC(=O)COC(=O)CCC(=O)c1ccc(F)cc1 | 10% | -1.7% | 2.3% | -7% | -6% | -1.3% | 6% | 22% | -2%
Nc1ccccc1N=c1ssnc1Cl | 0% | 3.2% | 0.3% | -8% | 4% | 0.6% | -13% | -44% | -9%
CC12CCC(C(=O)N3CCCCC3)([C@H](Br)C1=O)C2(C)C (some centres not stated) | 20% | -2.5% | 0.3% | 7% | -11% | -2.0% | -7% | 8% | -3%
CCOCCCNC(=O)c1c(N)n(-c2ccc(S(N)(=O)=O)cc2)c2nc3ccccc3nc12 | -4% | 2.9% | -0.1% | 4% | 27% | 0.7% | -6% | -27% | -1%
CCOC(=O)CC(=O)CSCC(=O)Nc1ccc(C)cc1 | 5% | -1.2% | 0.2% | 5% | -2% | 1.3% | nt | -18% | 5%
COc1ccc(C(=O)Nc2ccc(S(=O)(=O)Nc3cc(C)nc(C)n3)cc2)cc1 | -3% | 0.4% | 0.3% | 4% | 0% | 0.7% | 0% | 30% | 2%
CCOc1ccc(N2CC(C(=O)N3CCN(C(=O)c4ccco4)CC3)CC2=O)cc1 (configuration not stated) | 6% | -3.3% | 0.2% | -6% | 10% | -2.0% | 27% | 21% | -8%
CCc1ccccc1NC(=S)N1CCN(c2cccc(OC)c2)CC1 | -9% | -1.6% | 1.2% | -8% | -17% | 0.0% | 7% | -16%[20 µM] | -9%
Cc1ccc2c(c1)n([O-])c1c([n+]2=O)CCCC1 | 15% | 8.3% | -0.1% | 7% | 47% | 1.3% | 6% | -12% | 3%
CCOC(=O)CNc1ccc(OC(F)(F)F)cc1 | -2% | 4.7% | -0.2% | 14% | 4% | -0.9% | -4% | 19% | 17%
Cc1ccc(CNC(=O)CCc2nc(-c3cccs3)no2)cc1 | 2% | -3.0% | -0.1% | -8% | -4% | -1.4% | -13% | -9% | 0%
O=C(OCC(=O)N1CCc2ccccc21)c1c2c(nc3ccccc13)CCCC2 | 17% | -4.3% | 0.5% | 12% | 14% | 2.2% | 32% | -17% | 2%
COc1ccc(Cc2nnc(Cl)c3ccccc23)cc1OC | -8% | -3.2% | 0.0% | -1% | ? | 0.5% | 9% | -6% | -5%
Cc1nc2ccccn2c1P(=Nc1ccccc1)(N(C)C)N(C)C | 13% | -0.3% | -0.1% | 6% | 1% | 2.0% | -6% | -5% | 2%
Cc1cc(-c2ccc(S(=O)(=O)N(C)c3ccc(C)c(C)c3)s2)on1 | -11% | 0.6% | 0.3% | 80% | -3% | 8.3% | 9% | -56% | 1%
O=C1CCCC2=C1C(c1ccncc1)Nc1ccccc1N2 (configuration not stated) | 24% | -3.8% | -0.1% | -11% | -3% | -0.6% | 2% | -8% | 3%
OC(CNCC1(N2CCCCC2)CCCCC1)COc1ccc(Cl)cc1Cl (configuration not stated) | -3% | 1.1% | -0.4% | 2% | -10% | 1.4% | -45% | -26% | 3%
CCCCCc1ccc(-c2ccc(/C=C/C(N)=O)cc2)nc1 | 6% | 6.5% | -0.3% | -4% | 30% | 2.9% | -38% | 2% | 2%
CCN(CCCNC(=O)CCCn1c(=O)[nH]c2ccccc2c1=O)c1cccc(C)c1 | -8% | 4.1% | -0.1% | 3% | -15% | 0.7% | -34% | -19% | -4%
CC(=O)Oc1ccc(C(=O)Nc2ccc3c(c2)C(=O)N(CCC(=O)O)C3=O)cc1 | 1% | 6.8% | -0.1% | 0% | 24% | 0.9% | -15% | -54% | 7%
O=C(O)c1ccccc1C(=O)N1N=C2/C(=C/c3cccc([N+](=O)[O-])c3)CCCC2C1c1cccc([N+](=O)[O-])c1 (configuration not stated) | 2% | -0.9% | 0.7% | 1% | 33% | 36% | -29% | 5% | 3%
CC(C)=C1C2CCC1C(C(=O)Nc1cc(C)cc(C)c1)C2C(=O)O (configuration not stated) | -4% | -6.6% | 0.2% | -2% | 1% | -1.7% | -22% | 10%[20 µM] | 10%
O=C(/C=C/c1ccco1)NCc1ccccn1 | -5% | 0.4% | 0.2% | -30% | 10% | 2.6% | -36% | 9% | 2%
COC(=O)c1ccccc1NC(=O)CN1CCN(Cc2ccccc2)CC1 | 13% | 0.2% | 0.0% | 1% | 12% | 0.5% | 1% | 10% | -2%
COc1ccc2nc(NC(=O)Cn3cnc4ccccc4c3=O)sc2c1 | 17% | -1.0% | -0.3% | 3% | 11% | 0.5% | -14% | 19% | 4%

8 entries from above, set out differently:
| Compound | GPR35 arrestin U2OS | KOR beta-arrestin-1 | GPR55 activation | GPR55 antagonists | AID2073 | HIV peptide binding | NOD1 inhibition | KOR beta-arrestin-2 | SIAH1 antagonists |
| --- | --- | --- | --- | --- | --- | --- | --- | --- | --- |
| CCCCCc1ccc(-c2ccc(/C=C/C(N)=O)cc2)nc1 | 6% | 6.5% | -0.3% | -4% | 30% | 2.9% | -38% | 2% | 2% |
| CCN(CCCNC(=O)CCCn1c(=O)[nH]c2ccccc2c1=O)c1cccc(C)c1 | -8% | 4.1% | -0.1% | 3% | -15% | 0.7% | -34% | -19% | -4% |
| CC(=O)Oc1ccc(C(=O)Nc2ccc3c(c2)C(=O)N(CCC(=O)O)C3=O)cc1 | 1% | 6.8% | -0.1% | 0% | 24% | 0.9% | -15% | -54% | 7% |
| O=C(O)c1ccccc1C(=O)N1N=C2/C(=C/c3cccc([N+](=O)[O-])c3)CCCC2C1c1cccc([N+](=O)[O-])c1 (configuration not stated) | 2% | -0.9% | 0.7% | 1% | 33% | 36% | -29% | 5% | 3% |
| CC(C)=C1C2CCC1C(C(=O)Nc1cc(C)cc(C)c1)C2C(=O)O (configuration not stated) | -4% | -6.6% | 0.2% | -2% | 1% | -1.7% | -22% | 10%[20 µM] | 10% |
| O=C(/C=C/c1ccco1)NCc1ccccn1 | -5% | 0.4% | 0.2% | -30% | 10% | 2.6% | -36% | 9% | 2% |
| COC(=O)c1ccccc1NC(=O)CN1CCN(Cc2ccccc2)CC1 | 13% | 0.2% | 0.0% | 1% | 12% | 0.5% | 1% | 10% | -2% |
| COc1ccc2nc(NC(=O)Cn3cnc4ccccc4c3=O)sc2c1 | 17% | -1.0% | -0.3% | 3% | 11% | 0.5% | -14% | 19% | 4% |

Later entries
SMILES | GPR35 arrestin U2OS | KOR beta-arrestin-1 | GPR55 activation | GPR55 antagonists | AID2073 | HIV peptide binding | NOD1 inhibition | KOR beta-arrestin-2 | SIAH1 antagonists
C=CCN(C(=O)c1csnn1)C(C(=O)NCc1ccc(F)cc1)c1ccc(F)cc1 (configuration not stated) | -3% | -2.7% | 0.0% | -8% | -3% | 0.8% | -30% | 18% | 4%
CC(C)(C)c1cc(C(=O)NCc2cccnc2)ccn1 | 8% | 8.4% | 0.3% | -11% | -4% | -2.0% | 6% | -20% | 2%
CC1CCCN(S(=O)(=O)c2ccc(-c3ccc(=O)[nH]n3)o2)C1 (configuration not stated) | 9% | 5.7% | 0.0% | -15% | 15% | 1.1% | 16% | -46% | 0%
CC1CC(OC(=O)CN2CCCCC2)CC(C)(C)C1 (configuration not stated) | -6% | 0.1% | 0.8% | 16% | 2% | 2.4% | -4% | -11% | -1%
COc1ccc(CCNC(=O)C(=O)Nc2ccc3c(c2)OCCO3)cc1OC | 7% | -4.0% | 0.1% | 12% | 12% | 2.4% | 3% | -9% | 24%
COC(=O)c1cc2occc2n1Cc1ccc(Cl)cc1 | 18% | -0.9% | -0.1% | -6% | -4% | 1.1% | -13% | 3% | 3%
CCN1C(=O)/C(=C\N2CCCCCC2)SC1=S | 18% | -9.0% | -0.2% | 0% | -4% | 0.4% | -10% | 3% | 2%
CC(=O)N1CCc2cc(S(=O)(=O)C(C)CC(=O)Nc3ccc(OC(F)(F)F)cc3)ccc21 (configuration not stated) | 0% | -6.2% | -0.1% | 6% | 10% | -2.1% | 25% | -4% | 5%
CCCc1noc2c1/C(=N\O)CC(c1ccccc1)C2 (configuration not stated) | -9% | -0.3% | -0.4% | 4% | 1% | 3.2% | -5% | 5% | 5%

These rows are one share of the data. The share of hits here may be higher or lower than overall.
